Bioassay records (PubChem)
KCNQ2 block – KCNQ2 potassium channel inhibitors, primary screen, cell-based, CHO-K1, FluxOR thallium flux, B-score (AID 2156); O88943; hit rate 1.1% among 310,000; 20 min; stronger effect = lower value; B-score at 10 µM;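 active means fluorescence ratio B-score at most minus 3 library SDs, with starting brightness B-score within 2 library SDs, cut at about -5.5 in these data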
Kir21 block – Kir2.1 (mouse) channel inhibition. P35561. HEK293-Kir2.1, FluxOR thallium flux fluorescence; stronger effect = lower value. B-score at 10 µM. hit rate 0.85% among 310,000. AID 1672;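 active means fluorescence ratio B-score at or below minus 3 SD of library scores, with starting-brightness B-score within 2 SD, cut at about -4.2 in these data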;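 further: channel flux triggered by added potassium and thallium sulfate stimulus; B-score of peak minus minimum fluorescence over baseline after thallium stimulus; more negative B-score means stronger Kir2.1 block with less thallium influx; some compounds called inactive have numbers as strong as hits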
Target sequence (P35561 whole entry, looked up): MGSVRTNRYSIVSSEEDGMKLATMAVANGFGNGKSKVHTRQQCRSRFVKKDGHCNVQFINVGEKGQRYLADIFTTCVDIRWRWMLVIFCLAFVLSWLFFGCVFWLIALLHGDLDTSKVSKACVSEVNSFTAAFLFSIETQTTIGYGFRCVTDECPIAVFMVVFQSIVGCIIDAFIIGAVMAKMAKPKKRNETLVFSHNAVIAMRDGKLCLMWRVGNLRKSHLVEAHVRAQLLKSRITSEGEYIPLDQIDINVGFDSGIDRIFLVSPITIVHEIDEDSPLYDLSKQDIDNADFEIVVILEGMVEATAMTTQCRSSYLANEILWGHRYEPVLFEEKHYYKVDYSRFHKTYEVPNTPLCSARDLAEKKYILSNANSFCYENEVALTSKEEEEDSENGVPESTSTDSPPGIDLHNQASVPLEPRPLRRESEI
STK33 inh – human STK33 kinase inhibition; Q9BYT3; purified STK33, MBP phosphorylation, ADP-Glo luminescence; inhibition, % at 10 µM; hit rate 0.073% among 320,000; AID 2661;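 active means inhibition at or above 25%, using the most active replicate where run in duplicate; inactive means inhibition below 25%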
Target sequence (Q9BYT3 whole entry, looked up): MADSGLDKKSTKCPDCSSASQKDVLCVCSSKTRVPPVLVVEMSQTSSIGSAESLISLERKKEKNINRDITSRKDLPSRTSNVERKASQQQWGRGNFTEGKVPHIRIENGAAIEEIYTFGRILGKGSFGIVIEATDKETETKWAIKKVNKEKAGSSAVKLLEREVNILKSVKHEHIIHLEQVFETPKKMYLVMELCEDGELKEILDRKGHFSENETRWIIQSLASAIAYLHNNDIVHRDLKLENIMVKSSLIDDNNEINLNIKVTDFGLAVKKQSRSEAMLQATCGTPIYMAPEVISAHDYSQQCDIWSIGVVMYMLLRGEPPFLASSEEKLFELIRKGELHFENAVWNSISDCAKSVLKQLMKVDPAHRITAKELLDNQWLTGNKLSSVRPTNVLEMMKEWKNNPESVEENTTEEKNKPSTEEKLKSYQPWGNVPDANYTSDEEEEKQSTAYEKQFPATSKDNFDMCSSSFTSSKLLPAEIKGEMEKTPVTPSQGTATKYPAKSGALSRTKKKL
Active calls of the source: *. Outcome played no part in choosing rows; about 1.9% have a hit in one of these screens.

`O=C(Nc1ccccc1N1CCOCC1)C1Cc2ccccc2CN1C(=O)c1ccco1` (stereo not given) gave KCNQ2 block inactive, Kir21 block -1.92 and STK33 inh 1.0.
For O=C1C=C(c2ccccc2)C(=O)N1Nc1ccccc1 the results were KCNQ2 block inactive, Kir21 block -1.33 and STK33 inh -0.3.
COc1ccccc1OCc1nc(-c2cccc([N+](=O)[O-])c2)no1 was read as KCNQ2 block inactive, Kir21 block 2.59 and STK33 inh -1.9.
COc1ccc(NC(C)C(=O)N/N=C/c2ccc([N+](=O)[O-])s2)cc1 (stereo not given) was read as KCNQ2 block inactive, Kir21 block 0.11 and STK33 inh -0.8.
Screening Cc1cc(F)ccc1NC(=O)c1cccnc1 returned KCNQ2 block inactive, Kir21 block 2.02 and STK33 inh -0.5.
Screening Cc1cc(NC(=O)CSc2nnnn2-c2ccc(C)c(Cl)c2)no1 returned KCNQ2 block inactive, Kir21 block -0.72 and STK33 inh -0.9.
For COc1ccc(N2CC(C(=O)N/N=C/c3c[nH]c4ccccc34)CC2=O)cc1 (stereo not given) the results were KCNQ2 block inactive, Kir21 block 0.01 and STK33 inh -1.8.
Screening Oc1nc(-c2ccc(Br)cc2)n2ccncc12 returned KCNQ2 block inactive, Kir21 block 0.44 and STK33 inh -1.2.
CC1CC2(CC(C)(C(=O)CSc3nc4ccccc4s3)OC2=O)C(=O)O1 (stereo not given) was read as KCNQ2 block inactive, Kir21 block -0.52 and STK33 inh -0.8.
CCc1n[nH]c2c1/C(=N\O)CC(c1ccccc1)C2 (stereo not given) was read as KCNQ2 block inactive, Kir21 block -0.19 and STK33 inh 6.0.
Screening O=[N+]([O-])c1cccc(NC(=S)N2CCc3ccccc32)c1 returned KCNQ2 block inactive, Kir21 block -0.38 and STK33 inh -0.5.
For CCc1cc2cccc(C)c2nc1SCC(=O)Nc1nonc1C the results were KCNQ2 block inactive, Kir21 block -0.75 and STK33 inh -1.1.
C/C(=N\O)c1cccc(Br)c1 was read as KCNQ2 block inactive, Kir21 block -3.59 and STK33 inh -1.3.
Screening COc1cccc(/C=N/NC(=O)c2ccc3nc[nH]c3c2)c1 returned KCNQ2 block inactive, Kir21 block -1.19 and STK33 inh 0.4.
CO/N=C/C(C(C)=O)C(=O)Nc1ccc(Cl)cc1Cl (stereo not given) was read as KCNQ2 block inactive, Kir21 block 0.07 and STK33 inh -1.3.
For CCCOC(=O)N[C@@H]1C(=O)N2C(C(=O)OCCC)=C(C)CS[C@H]12 the results were KCNQ2 block inactive, Kir21 block -0.59 and STK33 inh 2.4.
`CN(c1ccc(C(=O)NCCCn2ccnc2)cc1)S(C)(=O)=O` gave KCNQ2 block inactive, Kir21 block -1.38 and STK33 inh 0.1.
Screening COc1ccccc1/C=N/Nc1nccnc1Cl returned KCNQ2 block inactive, Kir21 block -0.77 and STK33 inh 2.2.
`CC(C)c1ccc(NC(=O)CSc2n[nH]c(=O)n2-c2cccnc2)cc1` gave KCNQ2 block inactive, Kir21 block -2.47 and STK33 inh 1.2.
CC1CCc2sc(C(=O)Nc3ccc(N4CCOCC4)cc3)cc2C1 (stereo not given) was read as KCNQ2 block inactive, Kir21 block -0.81 and STK33 inh -0.8.
CCC(c1nnc(SCC(=O)Nc2nnc(-c3ccccc3)o2)o1)N(C)C (stereo not given) was read as KCNQ2 block inactive, Kir21 block 0.28 and STK33 inh 0.4.
`CCC(C)[C@H](Nc1nc(-c2ccccc2)nc2c1oc1ccccc12)C(=O)O` (stereo not given in full) gave KCNQ2 block inactive, Kir21 block -1.46 and STK33 inh 3.1.
`Cc1cccc(N2CCN(CC(=O)Nc3ccc(-n4cnnn4)cc3)CC2)c1C` gave KCNQ2 block inactive, Kir21 block 0.09 and STK33 inh -2.0.
For Cc1nn(C(=O)c2ccccc2)c2c1C(=O)CC(C)(C)C2 the results were KCNQ2 block inactive, Kir21 block 0.57 and STK33 inh 0.2.
For Cc1ccc(NC2=C([N+](=O)[O-])CS(=O)(=O)C2)cc1 the results were KCNQ2 block inactive, Kir21 block 1.13 and STK33 inh 0.4.
`N#Cc1cnn(CC2CCCCC2)c1N` gave KCNQ2 block inactive, Kir21 block 3.13 and STK33 inh 0.4.
For COc1ccccc1CC(=O)Nc1ncc(C)s1 the results were KCNQ2 block inactive, Kir21 block -3.21 and STK33 inh 0.3.
For COCCn1c(C)cc(C(=O)COC(=O)c2ccc(Cl)c(S(N)(=O)=O)c2)c1C the results were KCNQ2 block inactive, Kir21 block 0.27 and STK33 inh 3.3.
Screening CN(C)c1oc(-c2ccccc2F)nc1C#N returned KCNQ2 block inactive, Kir21 block 0 and STK33 inh -1.7.
CN(C)C(=S)Nc1cccc(F)c1 was read as KCNQ2 block inactive, Kir21 block 1.27 and STK33 inh -4.2.

Part of the list above in order of length of the SMILES, rising.
CN(C)C(=S)Nc1cccc(F)c1 was read as KCNQ2 block inactive, Kir21 block 1.27 and STK33 inh -4.2.
Screening COc1ccccc1/C=N/Nc1nccnc1Cl returned KCNQ2 block inactive, Kir21 block -0.77 and STK33 inh 2.2.
Screening CN(C)c1oc(-c2ccccc2F)nc1C#N returned KCNQ2 block inactive, Kir21 block 0 and STK33 inh -1.7.
For O=C1C=C(c2ccccc2)C(=O)N1Nc1ccccc1 the results were KCNQ2 block inactive, Kir21 block -1.33 and STK33 inh -0.3.
CCc1n[nH]c2c1/C(=N\O)CC(c1ccccc1)C2 (stereo not given) was read as KCNQ2 block inactive, Kir21 block -0.19 and STK33 inh 6.0.
CO/N=C/C(C(C)=O)C(=O)Nc1ccc(Cl)cc1Cl (stereo not given) was read as KCNQ2 block inactive, Kir21 block 0.07 and STK33 inh -1.3.
COc1ccccc1OCc1nc(-c2cccc([N+](=O)[O-])c2)no1 was read as KCNQ2 block inactive, Kir21 block 2.59 and STK33 inh -1.9.
COc1ccc(NC(C)C(=O)N/N=C/c2ccc([N+](=O)[O-])s2)cc1 (stereo not given) was read as KCNQ2 block inactive, Kir21 block 0.11 and STK33 inh -0.8.
For CCCOC(=O)N[C@@H]1C(=O)N2C(C(=O)OCCC)=C(C)CS[C@H]12 the results were KCNQ2 block inactive, Kir21 block -0.59 and STK33 inh 2.4.

(continued)
COC(=O)c1cc(-c2cccc(OC)c2)on1 was read as KCNQ2 block inactive, Kir21 block 0.02 and STK33 inh -0.5.
For Cc1ccc(C(=O)OCC(=O)NNC(=O)COc2ccc(Cl)cc2)c(O)c1 the results were KCNQ2 block inactive, Kir21 block 0.11 and STK33 inh -1.7.
CC(=O)c1cccc(NC(=O)CN(c2cccc(F)c2)S(C)(=O)=O)c1 was read as KCNQ2 block inactive, Kir21 block 0.19 and STK33 inh -1.5.
Screening Cc1cccc(N/C=C(\[N+](=O)[O-])S(=O)(=O)c2ccccc2)c1 returned KCNQ2 block inactive, Kir21 block 1.06 and STK33 inh -0.6.
For Cn1c(N)c(C(=O)CSc2ncn[nH]2)c(=O)n(C)c1=O the results were KCNQ2 block inactive, Kir21 block -0.03 and STK33 inh 0.8.
For CC(C)(C)NC(=O)NC(=O)COC(=O)CNC(=O)c1cccc(F)c1 the results were KCNQ2 block inactive, Kir21 block 0.58 and STK33 inh -0.8.
For Cc1noc(NS(=O)(=O)c2ccc(N)cc2)c1C the results were KCNQ2 block inactive, Kir21 block 0.58 and STK33 inh -1.1.
Screening Cc1cc(C)nc(NC(=O)c2c(C(=O)O)noc2C)n1 returned KCNQ2 block inactive, Kir21 block -0.01 and STK33 inh -0.3.
COc1ccc(-c2cn3cc(C)ccc3n2)cc1Br was read as KCNQ2 block inactive, Kir21 block -0.75 and STK33 inh -0.7.
`O=C([C@@H]1CC=C[C@@H]2CCN(C3CC3)C(=O)[C@@H]21)N1CCN(c2ccccc2)CC1` gave KCNQ2 block inactive, Kir21 block -0.71 and STK33 inh 0.6.
`Cc1cc(Cl)ccc1NC(=O)CN1CCCC1` gave KCNQ2 block inactive, Kir21 block 1.04 and STK33 inh 0.3.
O=C(CCCN1C(=O)c2ccccc2C1=O)Nc1ccccn1 was read as KCNQ2 block inactive, Kir21 block 1.67 and STK33 inh 1.5.
Cc1ccc(NS(=O)(=O)c2cc(NC(=O)C(C)Oc3ccccc3)ccc2C)c(C)c1 (stereo not given) was read as KCNQ2 block inactive, Kir21 block 0.29 and STK33 inh -0.2.
CC(=O)c1ccc(S(=O)(=O)NCCC(=O)OCC(=O)NCCc2ccccc2)cc1 was read as KCNQ2 block inactive, Kir21 block -0.92 and STK33 inh -1.4.
Screening Cc1nc(Oc2ccc(S(=O)(=O)N3CCOCC3)cc2Cl)c2c3c(sc2n1)CCCC3 returned KCNQ2 block inactive, Kir21 block 0.31 and STK33 inh -0.6.
For Cc1nnc(SCC(N)=O)n1CC1CCCO1 (stereo not given) the results were KCNQ2 block inactive, Kir21 block 0.06 and STK33 inh 0.3.
`CCCCCCn1c(CN2CCN(C(=O)c3ccco3)CC2)nc2c1c(=O)n(C)c(=O)n2C` gave KCNQ2 block inactive, Kir21 block 0 and STK33 inh 0.3.
Screening O=C(Cc1ccccc1)NNC(=O)Nc1ccc(Cl)c(Cl)c1 returned KCNQ2 block inactive, Kir21 block 0.27 and STK33 inh 0.8.
For Cc1sc(NC(=O)C2CCCCC2C(=O)O)c(C(N)=O)c1-c1ccc(C(C)C)cc1 (stereo not given) the results were KCNQ2 block inactive, Kir21 block 0.23 and STK33 inh -0.2.
For COc1ccc(-c2c(NC(=O)c3ccco3)n(-c3ccccc3)nc(C)c2=O)cc1 the results were KCNQ2 block inactive, Kir21 block 0.03 and STK33 inh 0.1.
Screening Cn1cc(SCC(=O)NCc2ccc3c(c2)OCO3)c2ccccc21 returned KCNQ2 block inactive, Kir21 block -2.36 and STK33 inh 0.6.
`O=C(c1ccc(OC2CCN(Cc3ccccc3OC(F)F)CC2)cc1)N1CCCC1` gave KCNQ2 block inactive, Kir21 block -2.47 and STK33 inh 2.1.
Screening O=C(c1cccs1)N1CCN(S(=O)(=O)N2CCOCC2)CC1 returned KCNQ2 block inactive, Kir21 block 0.01 and STK33 inh -1.0.
`C/C(CC(=O)NCC(C)C)=N\NC(=O)COc1cc(C)c(Br)cc1Br` gave KCNQ2 block inactive, Kir21 block 0.24 and STK33 inh -0.9.
`Cc1ccc(-c2csc(NC(=O)c3ccno3)n2)cc1` gave KCNQ2 block inactive, Kir21 block 0.69 and STK33 inh 0.3.
`O=C(Cn1cnc2c(cnn2-c2ccc(F)cc2)c1=O)NCc1ccco1` gave KCNQ2 block inactive, Kir21 block -0.03 and STK33 inh -0.7.
For COc1ccc(S(=O)(=O)NCc2c(-c3ccccc3)noc2C)c(OC)c1 the results were KCNQ2 block inactive, Kir21 block 0.12 and STK33 inh -0.3.
CCOC(=O)C1C(=O)CC(C)(O)C(C(=O)OCC)C1c1ccc(Br)o1 (stereo not given) was read as KCNQ2 block inactive, Kir21 block -0.72 and STK33 inh -0.5.
Screening CC(=O)Nc1cccc(/C(C)=N/NC(N)=S)c1 returned KCNQ2 block inactive, Kir21 block -0.06 and STK33 inh 3.7.
Screening O=c1[nH]ncc(N2CCN(C(c3ccccc3)c3ccccc3)CC2)c1Cl returned KCNQ2 block inactive, Kir21 block 0.5 and STK33 inh -0.5.
`O=C(CCC1CCCN(C(=O)CCCc2ccccc2)C1)N1CCN(c2ccccn2)CC1` (stereo not given) gave KCNQ2 block inactive, Kir21 block 0.5 and STK33 inh -0.7.
Screening Cc1c(NC(=O)/C(C#N)=C/c2ccc(-c3ccccc3Cl)o2)c(=O)n(-c2ccccc2)n1C returned KCNQ2 block inactive, Kir21 block -0.33 and STK33 inh 1.0.
Screening COc1ccc(CN2CCN(S(=O)(=O)c3ccc(F)cc3)CC2)cc1OC returned KCNQ2 block inactive, Kir21 block 1.11 and STK33 inh -0.3.
Screening COC(=O)c1ccc(CSc2ncnc3c2nnn3-c2ccc(F)cc2)o1 returned KCNQ2 block inactive, Kir21 block 0.86 and STK33 inh 0.6.
Screening CCCc1ncc(C(O)c2cccc(OC)c2)n1C (stereo not given) returned KCNQ2 block inactive, Kir21 block 0 and STK33 inh -0.9.
`COc1cc(CN(C)Cc2nc3cc(C(F)(F)F)ccc3c(=O)[nH]2)ccc1OC(F)F` gave KCNQ2 block inactive, Kir21 block 0.55 and STK33 inh 0.0.
Cc1cc(N)ccc1NC(=O)CN1CCCC1 was read as KCNQ2 block inactive, Kir21 block 0.04 and STK33 inh -0.7.
For O=C(OCc1ccccc1Cl)c1cccnc1Cl the results were KCNQ2 block inactive, Kir21 block -0.33 and STK33 inh -1.0.
For COc1ccc(NC(=S)N2CCN(c3ccccn3)CC2)cc1OC the results were KCNQ2 block inactive, Kir21 block -0.17 and STK33 inh -0.2.
For COc1ccc(S(=O)(=O)NC2CCCCCC2)c(OC)c1 the results were KCNQ2 block inactive, Kir21 block -2.17 and STK33 inh 0.7.
COC(=O)c1ccc(C(=O)OC)c(NC(=O)CSCc2ccc(Br)cc2)c1 was read as KCNQ2 block inactive, Kir21 block 1.25 and STK33 inh -1.5.
For O=C(Nc1ccc(Cl)c(Cl)c1)N1CCOCC1 the results were KCNQ2 block inactive, Kir21 block 0.23 and STK33 inh -0.7.
`CCNC(=S)NNC(=O)C1CCN(Cc2ccccc2)CC1` gave KCNQ2 block inactive, Kir21 block -0.93 and STK33 inh -1.4.
`Cc1ccc(C)c2nc3sc(C(=O)N4CCOCC4)c(N)c3cc12` gave KCNQ2 block inactive, Kir21 block -1.73 and STK33 inh 2.3.
`COc1ccc(-c2cc3c(=O)n(CC(=O)Nc4ccc(Cl)cc4)nc(C)n3n2)cc1` gave KCNQ2 block inactive, Kir21 block 1.04 and STK33 inh -1.7.
